CHO-K1 Ca antag: counter-screen for M1 antagonists: effect in parental CHO-K1 cells; ATP-induced calcium, Fluo-8 fluorescence; inhibition, % at 3 µM; actives 0.6% (n = 360,000); AID 602250;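 active means inhibition above a per-plate cutoff, the plate's mean sample inhibition plus 3 SD, cut at about 24% in these data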;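 further: 0% = DMSO plus EC80 ATP and 100% = DMSO alone without ATP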
CHO-K1 Ca PAM: nonselective calcium activators in parental CHO-K1 cells, primary screen, counter-screen for M1 PAM project, cell-based, Fluo-8 calcium fluorescence, full deck, 1536-well. ATP EC20; 0% at ATP EC20, 100% at ATP max. activation, % at 3 µM. actives 0.02% (n = 360,000);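 active means activation above the run cutoff, the mean activation of all test compounds plus 3 SD, cut at about 40% in these data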;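 further: peak over basal fluorescence ratio in a 140 s read after ATP addition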
OXTR potentiate: human OXTR potentiators, primary screen, fluorescence, CHO-OTR cells, Fluo-8 calcium; Oxytocin receptor (Homo sapiens), P30559; Fluo-8 calcium fluorescence, potentiator mode; 0% = oxytocin EC15, 100% = EC100; activation, % at 3 µM; actives 0.061% (n = 320,000);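 active means activation above that plate's cutoff, the mean activation of tested compounds plus 3 SD, cut at about 6.6% in these data, passing the limit was not always enough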;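 further: 100% uses oxytocin at 75 nM as the full agonist control; some results filed as inactive read as strong as hits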
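System: human OTR in CHO cells / Also added: sub-maximal oxytocin, roughly EC15 / Control set: EC15 oxytocin low, 75 nM oxytocin high / Schedule: 6 min compound pre-incubation at room temperature, 100 s kinetic read / Compound: single-point 3.0 µM / Replication: singlicate / Technique: Fluo-8 calcium dye fluorescence / Read-out basis: % activation of max/min ratio relative to oxytocin controls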
CHRM1 agonist: human M1 muscarinic receptor agonists, primary screen, Fluo-8 calcium fluorescence, CHO-K1 cells, HTS; Muscarinic acetylcholine receptor M1 (Homo sapiens), P11229; CHO-K1 hM1, agonist mode; 0% DMSO, 100% acetylcholine EC100; activation, % at 3 µM; actives 0.33% (n = 360,000); AID 588814, 2011;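 active means activation above the run's mean compound activation plus 3 SD, cut at about 16% in these data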;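 further: peak over basal fluorescence ratio within a 140 s kinetic read after compound addition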
Target sequence (P11229 whole entry, looked up): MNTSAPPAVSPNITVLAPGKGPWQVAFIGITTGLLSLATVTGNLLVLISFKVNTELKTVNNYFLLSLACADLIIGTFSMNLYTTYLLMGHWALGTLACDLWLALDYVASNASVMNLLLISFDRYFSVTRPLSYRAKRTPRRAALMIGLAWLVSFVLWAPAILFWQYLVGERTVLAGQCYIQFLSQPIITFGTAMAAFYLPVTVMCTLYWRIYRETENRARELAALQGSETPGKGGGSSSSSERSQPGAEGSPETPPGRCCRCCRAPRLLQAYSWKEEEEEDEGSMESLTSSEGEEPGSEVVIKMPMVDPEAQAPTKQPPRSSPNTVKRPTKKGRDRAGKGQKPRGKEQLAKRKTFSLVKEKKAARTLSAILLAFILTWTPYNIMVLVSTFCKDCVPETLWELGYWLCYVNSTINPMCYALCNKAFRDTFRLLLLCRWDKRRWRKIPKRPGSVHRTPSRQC
M1 antag: human M1 muscarinic receptor antagonists, primary screen, CHO-K1 cells, Fluo-8 calcium fluorescence, 1536-well; Muscarinic acetylcholine receptor M1 (Homo sapiens), P11229; actives 1.3% (n = 360,000); AID 588852, 2011; CHO-K1 hM1, ACh EC80 antagonist; inhibition, % at 3 µM;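 active means percent inhibition above its own plate's cutoff, namely the mean of that plate's compound wells plus 3 SD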;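 further: peak over basal fluorescence ratio during 140 s after agonist addition; 0% = ACh EC80 plus DMSO and 100% = DMSO alone without agonist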
TAAR1 antagonist: human TAAR1 antagonists, primary screen, Fluo-8 calcium fluorescence, CHO RD-HGA16 cells | actives 1.5% (n = 360,000) | Trace amine-associated receptor 1 (Homo sapiens), Q96RJ0 | antagonist | inhibition, % at 3 µM;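 active means inhibition above a per-plate cutoff, the mean inhibition of test compounds on that plate plus 3 SD, cut at about 49% in these data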;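 further: 0% = DMSO plus EC80 beta-PEA response and 100% = DMSO alone without agonist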
Target sequence (Q96RJ0 whole entry, looked up): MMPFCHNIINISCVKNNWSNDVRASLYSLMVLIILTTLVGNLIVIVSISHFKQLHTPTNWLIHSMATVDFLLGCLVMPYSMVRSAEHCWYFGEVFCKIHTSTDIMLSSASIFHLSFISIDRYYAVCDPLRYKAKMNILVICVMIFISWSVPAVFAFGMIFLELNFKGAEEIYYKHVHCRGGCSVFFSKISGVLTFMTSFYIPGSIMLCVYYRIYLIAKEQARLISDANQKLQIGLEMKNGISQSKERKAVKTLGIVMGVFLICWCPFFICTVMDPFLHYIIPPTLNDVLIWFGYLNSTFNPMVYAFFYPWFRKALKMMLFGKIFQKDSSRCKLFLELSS
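Test system – hTAAR1-expressing CHO RD-HGA16 cells, Gα16-coupled · Reagent – β-PEA at EC80 concentration, post-compound challenge · Compound dosing – 3 µM, single point · Timing – 140 s kinetic read after compound, 140 s after agonist · Detection – Fluo-8 intracellular calcium dye fluorescence, real-time kinetic reads · Control set – DMSO and EC80 PEA controls · Repeats – n of 1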
CHO parental Ca: ATP-evoked calcium signal inhibitors, parental CHO, primary screen, counter-screen for OX1R antagonist project, cell-based, fluorescence, Fluo-8 calcium dye; parental CHO-K1, ATP-induced calcium, Fluo-8 fluorescence; inhibition, % at 5.6 µM; actives 0.63% (n = 330,000); AID 463079, 2010;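 active means inhibition above that plate's mean sample inhibition plus 3 SD, cut at about 26% in these data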;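 further: 0% = ATP-challenged DMSO wells and 100% = DMSO wells without ATP; some compounds past the cut are filed as inactive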
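Assay system: parental CHO cells; Read-out basis: percent inhibition of ATP-evoked calcium rise, normalized to controls; Benchmarks: ATP and no-ATP DMSO wells; Compound dosing: single nominal dose of 5.6 µM per compound; Signal: Fluo-8 calcium dye fluorescence; Also added: ATP as calcium-mobilizing challenge; Repeats: singlicate.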
TAAR1 agonist: human TAAR1 agonists, primary screen, Fluo-8 calcium fluorescence, CHO RD-HGA16 cells; Trace amine-associated receptor 1 (Homo sapiens), Q96RJ0; vehicle wells 0%, saturating PEA agonist 100%; activation, % at 3 µM; actives 0.99% (n = 360,000); AID 624467, 2012;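 active means activation above the mean activation of all test compounds in the run plus 3 SD, cut at about 38% in these data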
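Benchmarks: low control DMSO, high control PEA (EC100); System: CHO RD-HGA16 cells carrying human TAAR1 plus Gα16; Detection: Fluo-8 fluorescence, 5 s baseline then 140 s kinetic read; Schedule: 17-24 h plating, Fluo-8 75 min 37 °C, 30 min RT; Read-out basis: % activation from peak over basal fluorescence ratio, DMSO-to-PEA scaled.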
M1 ag parental: counter-screen for M1 agonists: effect in parental CHO-K1 cells; activation, % at 3 µM; actives 0.48% (n = 360,000); Fluo-8 calcium fluorescence; scaled to maximal ATP response, vehicle zero; in the data active means activation above about 15%;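 further: untransfected CHO-K1 host cells lacking M1 receptor as counterscreen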
Active calls of the source: *; / = no result given.

SMILES | CHO-K1 Ca antag | CHO-K1 Ca PAM | OXTR potentiate | CHRM1 agonist | M1 antag | TAAR1 antagonist | CHO parental Ca | TAAR1 agonist | M1 ag parental
Cc1cc(=O)[nH]c(Sc2c(-c3ccccc3)c3ccccc3[nH]c2=O)n1 | 1 | 12 | 6 | -3 | -5 | 6 | -9 | 2 | 0.7
O=C(c1ccc(S(=O)(=O)N2CCCC2)cc1)N1CCN(c2cccc(Cl)c2)CC1 | -6 | 20 | -14 | -3 | 2 | 1 | 2 | 2 | 2.3
NC(=O)c1ccsc1NC(=O)CCS(=O)(=O)c1ccc(F)cc1 | 8 | -14 | -5 | 2 | 10 | 2 | 5 | 6 | 3.1
Cc1nn(Cc2ccc(C(=O)N3CCN(C(=O)c4ccco4)CC3)o2)c(C)c1[N+](=O)[O-] | 1 | 0 | 2 | -3 | 12 | -5 | -12 | 2 | 1.3
CC(C)c1nnc(NC(=O)CCC(=O)Nc2ccc(F)cc2)s1 | -1 | 5 | -4 | 1 | -6 | 7 | -7 | -1 | 0.0
COC(=O)c1ccc(N2NC(=O)/C(=C/c3ccc(OC)c(OC)c3)C2=O)cc1 | 13 | -19 | -1 | 2 | 0 | -9 | -8 | 2 | 0.1
CCOc1cc(/C=N/NC(=O)C(=O)Nc2cc(Cl)ccc2C)ccc1O | 8 | 6 | -1 | -7 | -7 | -4 | -1 | 9 | 3.0
Cn1nnnc1SCC(=O)Nc1sccc1C(N)=O | -8 | 7 | 1 | 1 | -16 | -10 | -7 | 2 | 0.5
Cn1cnnc1SCC(=O)N1CCC(Cc2ccccc2)CC1 | 0 | 5 | -1 | -5 | -2 | -15 | -11 | 1 | 0.2
c1ccc(Cn2c(-c3cncs3)nc3ccccc32)cc1 | -8 | 22 | 0 | -7 | 1 | -2 | -16 | 16 | 2.4
CC(C)OP(=O)(OC(C)C)C(C)NC(=O)Cc1ccccc1 (stereo not given) | -9 | 9 | -7 | -1 | 14 | -19 | -7 | 1 | 0.7
COC(=O)c1ccc(CSc2ncnc3c2oc2ccccc23)o1 | -9 | 15 | 0 | -3 | -17 | -3 | -13 | 19 | 0.9
O=C(c1ccc(Cl)cc1)N1CCC(O)(CSc2ccc(Cl)cc2)CC1 | 1 | 7 | -19 | -2 | 2 | 23 | -21 | 10 | 3.4
Cc1nc2ccc(C(=O)NCCc3c[nH]c4ccccc34)cn2c1N(C)C(=O)CCc1ccccc1 | 0 | 10 | / | 0 | -7 | 32 | / | 15 | 7.3
Cc1nnc2n(c1=O)C(CS(=O)(=O)c1ccc3ccccc3c1)CS2 (stereo not given) | 6 | 11 | -3 | -5 | -8 | -28 | -12 | 11 | 15*
O=C(N/N=C/c1ccccn1)c1ccc([N+](=O)[O-])cc1 | -9 | -7 | -3 | -3 | -5 | -1 | -6 | 0 | -0.1
COc1cccc(-c2ccc(C3=CC(=O)CC(C)(C)C3=O)cc2)c1OC | 11 | -6 | / | -6 | 17 | 46 | / | 3 | 2.6
N#CCCN(C(=O)COC(=O)CCN=C1NS(=O)(=O)c2ccccc21)c1ccc(F)cc1 | 16 | 7 | 0 | -3 | 14 | -6 | -4 | 3 | -0.4
COC(=O)c1ccc(COc2cc([N+](=O)[O-])cc3cccnc23)o1 | -16 | 20 | -8 | -4 | -3 | 2 | -20 | -1 | 0.5
Cc1ccc(C(=O)COC(=O)c2ccc(-c3cnc4ccccc4n3)cc2)cc1C | -9 | 22 | -7 | -6 | -1 | -26 | -14 | 5 | 1.1
N#Cc1cc(NC(=O)c2ccc(Cl)cc2)ccc1Sc1ccccc1 | 9 | 9 | / | -2 | 32* | 73* | / | 6 | 8.1
CCCCN(C(=O)Cc1cccc(F)c1)c1c(N)n(CCC)c(=O)[nH]c1=O | -18 | 18 | -4 | -5 | -2 | 15 | 1 | 6 | 0.3
CC(CCc1ccccc1)NC(=O)c1cnc(Cl)c(Cl)c1 (stereo not given) | 0 | -9 | -14 | -5 | 2 | -11 | -16 | -2 | 1.7
Cc1ccccc1OCC(=O)OCC(=O)Nc1ccc(S(N)(=O)=O)cc1 | -6 | 25 | -13 | -6 | -6 | 2 | -6 | 10 | 0.7
COc1cccc(-c2nc(-c3ccc(NC(=O)c4ccncc4)cc3)no2)c1 | -2 | 22 | -9 | -2 | -6 | 37 | 7 | 10 | 0.5
COCCN(CCOC)c1nc(-c2ccc([N+](=O)[O-])cc2)nc2ccccc12 | -7 | 14 | -7 | -2 | -11 | -20 | -9 | 4 | 0.6
Cc1cc(C)c(S(=O)(=O)/N=C2\C=CC(=O)C(Cl)=C2)c(C)c1 | 8 | -14 | -7 | -2 | 1 | / | -2 | / | 0.2
CCc1[nH]c(=O)c(C#N)c2c1CCCC2 | -4 | 6 | -5 | -1 | -11 | 15 | -1 | -1 | 0.4
COc1ccc(OC)c(N(CC(=O)Nc2cccnc2)S(=O)(=O)c2ccc(C)cc2)c1 | -18 | 27 | -5 | -4 | -6 | 16 | -11 | 6 | 5.3
O=C(O)c1cscc1Cc1cccs1 | -5 | 15 | / | 0 | -16 | -7 | / | 1 | 0.3
NC(=O)CSc1nnc2n(N)c(=O)c3ccccc3n12 | 4 | -6 | -5 | 0 | -8 | -24 | -4 | 2 | 0.1
Cc1nn(C2CCS(=O)(=O)C2)c(Cl)c1/C=C/C(=O)OCC(=O)Nc1ccccc1OC(F)F (stereo not given) | -2 | 10 | -10 | -2 | 0 | 4 | -15 | 2 | 3.1
COc1cc(/C=C/C(=O)N(C)c2ccccc2C(=O)O)cc(OC)c1OC | -4 | 2 | -13 | -4 | -9 | -4 | -12 | 2 | 0.1
CN(C)S(=O)(=O)c1cc(NC(=O)CN2CCN(c3ccc(O)cc3)CC2)ccc1Cl | -10 | 14 | 1 | -1 | 0 | -17 | -2 | 2 | 1.8
Cc1cc2c(cc1C)C(c1ccccc1OC(C)C)CC(=O)N2 (stereo not given) | -2 | -2 | -6 | 1 | -28 | -24 | -28 | -2 | 0.6
C/C(=N/OC(=O)c1c(-c2c(F)cccc2Cl)noc1C)c1cnccn1 | -8 | 18 | -10 | -4 | 11 | -3 | -22 | 4 | 0.1
CC(=O)Nc1cccc(OCC(O)Cn2cnc3ccccc32)c1 (stereo not given) | 7 | 9 | 4 | -5 | -16 | 7 | -9 | 3 | 0.3
CC(C)(C)Nc1nc(C(N)=O)nc(N2CCOCC2)n1 | 14 | 0 | 2 | -5 | -2 | -6 | -4 | 4 | 0.2
COc1ccc(S(=O)(=O)N2CCCCC2)cc1NC(=O)CCC(=O)N1CCC(c2ccccc2)=N1 | -22 | 23 | / | -4 | -8 | -18 | / | 1 | 1.1
Cc1c(C(=O)N2CCC2)oc2ccc(Cl)cc12 | -18 | 25 | 5 | -4 | -8 | -21 | -28 | 0 | -0.1
S=C(NCc1ccc2c(c1)OCO2)Nc1ccc2nsnc2c1 | 7 | -2 | -28 | -2 | 2 | 32 | 32 | 12 | 4.0
CN(CC(=O)Nc1ccc(Cl)c(C(F)(F)F)c1)C(=O)c1cccc(N2C(=O)CCC2=O)c1 | -6 | -5 | -9 | 1 | 14 | 7 | 16 | 17 | 11
Clc1nc(NC2CCCCC2)c2cn[nH]c2n1 | -2 | -5 | / | -5 | 2 | -22 | / | 6 | -0.2
CSc1ccccc1C(=O)C1CCCN(C(=O)c2ccc(N3CCOCC3)cc2)C1 (stereo not given) | -19 | -5 | -8 | -2 | -15 | 9 | -4 | 4 | 4.6
COc1cccc(-c2ccc(SCc3ccccn3)nn2)c1 | -10 | 13 | 5 | -3 | -11 | -4 | -8 | -1 | 0.8
CC(=O)c1ccc(Oc2ncnc3sccc23)c(CN2CCOCC2)c1 | -8 | 23 | -14 | -4 | 4 | -11 | -28 | 2 | 0.7
Cc1ccc(Cl)c(OCCCCN2CCC(C)CC2)c1 | -8 | -7 | / | -4 | 2 | 0 | / | 1 | 1.1
Cc1cccnc1CN1CCN(Cc2nc(C(c3ccccc3)c3ccccc3)no2)CC1 | -2 | 5 | -6 | -8 | 71* | -19 | -28 | -1 | 0.9
CC(C)CC1(C)NC(=O)N(CC(=O)N2C(C)CCCC2C)C1=O (stereo not given) | 17 | -16 | 4 | -2 | -3 | 0 | -9 | -2 | -0.2
CC(C)N1CCc2c(sc(N)c2C#N)C1 | -17 | -7 | -1 | -7 | 3 | 5 | -3 | 8 | -0.2
COc1ccc(-c2nc(CSCC(=O)NCCCN3CCCC3=O)c(C)o2)cc1 | -9 | -5 | -6 | -2 | 2 | 6 | -19 | -1 | -0.1
CC(C)CNC(=S)Nc1ccc(S(N)(=O)=O)cc1 | 5 | 4 | 0 | 5 | -4 | 6 | 8 | 1 | -0.5
O=C(N[C@@H](Cc1ccccc1)C(=O)CCl)OCc1ccccc1 | 11 | -2 | 0 | -2 | 2 | -6 | -1 | -1 | 0.2
CCCNC(=O)c1onc(CS(=O)(=O)c2cc(C)cc(C)c2)c1C(=O)NCCC | -13 | 10 | 5 | -4 | -3 | 4 | -16 | 4 | -0.5
CC12CCC(=O)N1C(C(=O)NCCc1ccc(S(N)(=O)=O)cc1)CS2 (stereo not given) | 7 | 19 | -4 | 0 | -1 | -5 | -4 | 1 | -0.2
COc1ccc(S(=O)(=O)N2CCN(C3CCN(Cc4ccccc4)CC3)CC2)cc1 | -9 | 14 | -3 | -6 | 53* | -8 | 2 | 0 | -0.8
CC1(C)CC(=O)C=C(NNC(=O)OC(C)(C)C)C1 | 0 | 11 | -1 | -7 | -3 | 4 | -2 | 11 | -0.1

Screening data deposited in PubChem by The Scripps Research Institute Molecular Screening Center.
